Screening results from PubChem.
NCOA1 inh – SRC1 coactivator transcriptional activity inhibitors, primary screen, cell-based, luminescence | HEK293 GAL4-SRC1 luciferase reporter | inhibition, % at 3.6 µM | Nuclear receptor coactivator 1 (Homo sapiens), Q15788 | actives 0.12% (n = 360,000);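 active means inhibition above the campaign mean plus 3 SD, with each screening campaign given its own cutoff, cut at about 60% in these data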;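 further: 0% = DMSO treated cells and 100% = gossypol at 36 µM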
SRC3 inh – SRC3 coactivator transcriptional activity inhibitors, primary screen, cell-based, luminescence. Nuclear receptor coactivator 3 (Homo sapiens), Q9Y6Q9. HEK293 GAL4-SRC3 luciferase reporter. inhibition, % at 3.6 µM. actives 0.17% (n = 360,000);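 active means inhibition above a per-campaign cutoff, the mean of all compounds plus 3 SD, cut at about 60% in these data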;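 further: 0% = DMSO-treated cells and 100% = gossypol-treated cells at 36 µM; higher means less SRC3-driven luciferase light from the GAL4 reporter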
MC4R barr agon – MC4R agonists recruiting beta-arrestin, primary screen, cell-based, luminescence, agonist arm of biased-ligand search; U2OS MC4R beta-arrestin complementation; percent of melanotan II response, DMSO zero; Melanocortin receptor 4 (Homo sapiens), P32245; activation, % at 8.9 µM; actives 0.98% (n = 360,000);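 active means activation above a per-plate cutoff, the mean activation of sample wells on that plate plus 3 SD, cut at about 8% in these data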
Target sequence (P32245 whole entry, looked up): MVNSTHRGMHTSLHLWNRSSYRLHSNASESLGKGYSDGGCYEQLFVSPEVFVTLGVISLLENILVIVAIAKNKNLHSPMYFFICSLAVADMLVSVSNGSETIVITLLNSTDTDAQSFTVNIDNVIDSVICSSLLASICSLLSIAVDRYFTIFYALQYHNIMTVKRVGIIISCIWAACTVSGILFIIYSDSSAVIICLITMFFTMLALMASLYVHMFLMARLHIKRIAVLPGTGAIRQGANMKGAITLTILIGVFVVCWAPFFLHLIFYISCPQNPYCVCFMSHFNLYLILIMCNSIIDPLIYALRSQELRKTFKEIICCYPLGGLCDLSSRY
TLR9-MyD88 block – inhibitors of TLR9-MyD88 association in cells, primary screen, cell-based, CHO, BLA complementation, fluorescence; actives 0.21% (n = 340,000); Toll-like receptor 9 (Homo sapiens) + Myeloid differentiation primary response protein …; CCF4 FRET ratio; inhibition, % at 4.98 µM;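 active means inhibition above the mean over all tested compounds plus 3 SD, cut at about 21% in these data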;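 further: 0% = DMSO only wells and 100% = clavulanate BLA inhibitor control wells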
COUP-TFII inh – NR2F2 transcriptional activity inhibitors, primary screen, cell-based, luciferase reporter, HEK293T, luminescence; inhibition, % at 8.6 µM; HEK293T NGFI-A luciferase reporter; actives 0.7% (n = 370,000);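 active means inhibition above a per-plate cutoff, mean inhibition of test wells between control levels plus 3 SD, cut at about 38% in these data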;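 further: cells cotransfected with COUP-TFII expression vector driving the NGFI-A reporter; 0% = median of COUP-TF2 test wells and 100% = reporter-only cells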
MC4R antag cAMP – MC4R antagonists of cAMP signaling, primary screen, cell-based, TR-FRET, antagonist arm of biased-ligand search; MC4R-expressing cells, MTII-stimulated cAMP, LANCE TR-FRET; Melanocortin receptor 4 (Homo sapiens), P32245; actives 0.48% (n = 360,000); inhibition, % at 6.5 µM;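 active means inhibition above its plate's cutoff, the mean of tested wells on that plate plus 3 SD, cut at about 29% in these data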;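 further: 0% = Melanotan II alone and 100% = Melanotan II plus saturating MCL0020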
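Assay system: human MC4R-expressing U2OS cells; reagent: Melanotan II stimulation of cells; dosing: 6.5 µM single dose; timing: compound 30 min, challenge 1 h, detection 1 h; signal: TR-FRET cAMP assay; replicates: one well per compound, no replicates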
ABHD5-PLIN5 inh – ABHD5-PLIN5 interaction inhibitors, primary screen, cell lysate, split luciferase complementation, luminescence. inhibition, % at 4 µM. Split G. princeps luciferase complementation, 4 h. actives 0.78% (n = 360,000). Perilipin-5 (Homo sapiens) + 1-acylglycerol-3-phosphate O-acyltransferase ABHD5 (Homo …;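 active means inhibition above the mean inhibition across every tested compound plus 3 SD, cut at about 22% in these data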;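 further: 0% = DMSO only wells and the 100% control is not disclosed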
NCOA2 inhibitor – inhibition of GAL4-SRC2 driven luciferase reporter, primary screen, SRC2 inhibitor project, cell-based, luminescence. Nuclear receptor coactivator 2 (Homo sapiens), Q15596. HEK293 GAL4-SRC2 luciferase reporter. inhibition, % at 9 µM. actives 0.17% (n = 370,000). AID 651957, 2012;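 active means inhibition above the mean inhibition of all tested compounds plus 3 SD, set per campaign, cut at about 52% in these data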;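 further: 0% = DMSO treated cells and 100% = cells given Gossypol at 36 µM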
NOD2 RIPK2 PPI – NOD2-RIPK2 binding disruptors in cells, primary screen, fluorescence, CHO cells, BLA complementation | CCF4 ratio | inhibition, % at 4.98 µM | actives 0.38% (n = 360,000); in the data active means inhibition above about 21%;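 further: 0% = vehicle only and 100% = reference blocker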
Target sequence (O43353 whole entry, looked up): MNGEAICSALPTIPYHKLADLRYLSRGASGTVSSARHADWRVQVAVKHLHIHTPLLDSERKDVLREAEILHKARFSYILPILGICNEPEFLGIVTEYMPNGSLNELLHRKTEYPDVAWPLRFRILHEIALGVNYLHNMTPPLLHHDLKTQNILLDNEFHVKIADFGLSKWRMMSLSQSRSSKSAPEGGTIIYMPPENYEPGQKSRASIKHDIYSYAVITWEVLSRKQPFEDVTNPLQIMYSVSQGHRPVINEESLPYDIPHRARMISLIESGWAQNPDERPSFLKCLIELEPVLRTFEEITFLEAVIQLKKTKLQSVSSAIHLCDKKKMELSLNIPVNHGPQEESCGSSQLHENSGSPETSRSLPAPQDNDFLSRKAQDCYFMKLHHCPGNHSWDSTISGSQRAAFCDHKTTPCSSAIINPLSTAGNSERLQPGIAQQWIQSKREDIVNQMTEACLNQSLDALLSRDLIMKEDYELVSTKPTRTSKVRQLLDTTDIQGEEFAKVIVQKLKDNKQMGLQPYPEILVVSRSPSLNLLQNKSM
LRH-1 inv ag – LRH-1 (NR5A2) inverse agonists, primary screen, cell-based, luminescence, HEK293T, StAR-luciferase reporter | Nuclear receptor subfamily 5 group A member 2 (Homo sapiens), O00482 | inhibition, % at 3.6 µM | AID 602396, 2012 | LRH-1 transfected, 24 h | actives 0.13% (n = 360,000);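 active means inhibition above the mean inhibition of all tested compounds plus 3 SD, cut at about 73% in these data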;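 further: 0% = DMSO wells and 100% = reporter-only cells lacking LRH-1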
EBV LMP1 NFkB – EBV LMP1-driven NF-kappaB luciferase reporter inhibitors, primary screen, cell-based, luminescence, single point | LMP1-induced NF-kappaB luciferase reporter cells | inhibition, % at 12.5 µM | actives 0.69% (n = 350,000); in the data active means inhibition above about 41%;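 further: 0% = neutral control wells and 100% = reference inhibitor control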
The depositor's hits bear a star; . = not tested or not shown. Some of the compounds tested; rates above refer to the full screens.

SMILES	NCOA1 inh	SRC3 inh	MC4R barr agon	TLR9-MyD88 block	COUP-TFII inh	MC4R antag cAMP	ABHD5-PLIN5 inh	NCOA2 inhibitor	NOD2 RIPK2 PPI	LRH-1 inv ag	EBV LMP1 NFkB
CC(=O)c1ccc(NC(=O)Cn2cnc(S(=O)(=O)N3CCOCC3)c2)cc1	-6	-15	0.6	-8	-4	0	-1	2	-1	10	3
COc1ccc(C)cc1NC(=O)CN1CCN(S(=O)(=O)c2ccc(F)cc2)CC1	-6	25	-1.0	1	3	3	-8	-16	0	-8	-1
COc1ccc(OC)c(NS(=O)(=O)c2ccc(NC(=O)c3ccc(NS(C)(=O)=O)cc3)cc2)c1	-15	12	-0.9	6	8	5	11	12	0	-4	7
Cc1ccc(-n2ncc3c(Nc4c(C)n(C)n(-c5ccccc5)c4=O)ncnc32)c(C)c1	2	14	0.3	-1	-3	2	-4	1	-7	-9	2
O=C(c1cccc(S(=O)(=O)N2CCN(c3ccc(F)cc3)CC2)c1)N1CCCC(C(F)(F)F)C1 (stereo not given)	20	20	1.2	-3	63*	9	-5	27	-3	36	25
Cc1cc(C(=O)COc2ccc(F)cc2Br)c(C)n1C1CC1	-35	-41	-3.0	-8	2	2	-9	-44	0	-70	2
CCOc1ccc(NC(=O)CN(C)CC(=O)Nc2ccc(F)c(F)c2F)cc1OCC	7	8	0.3	-5	18	11	6	5	-15	-18	-6
CCN(CC)CCN(C(=O)C1CCCCC1)c1nc2cc3c(cc2s1)OCO3	-1	-26	5.1	9	-13	-6	3	-25	-8	2	2
O=C(NCC1CCCCC1)c1ccccc1[N+](=O)[O-]	-6	21	0.4	-8	-14	3	-2	7	3	7	0
Cc1[nH]n2c(=O)c3c(nc2c1-c1cccc2ccccc12)CCC3	-23	13	1.2	-21	4	10	2	7	-4	-13	1
Cc1ccc(NC(=O)CN(C)CC(=O)Nc2ccccc2-c2ccccc2)cc1	4	2	0.5	0	-6	0	-2	10	-6	-14	0
CCC(C)NC(=O)CS(=O)(=O)Cc1nc(-c2cccc(OC)c2)oc1C (stereo not given)	-16	18	-0.2	-3	-9	-4	1	-8	3	-7	-18
CCOC(=O)c1c(C)[nH]c(C)c1C(=O)COC(=O)c1ccc(Cl)nc1	13	12	-1.0	-1	-9	1	-1	-14	-12	-8	-3
COc1ccc(NC(=O)Nc2nnc(N3CCC(C)CC3)s2)cc1OC	-3	11	0.2	2	-12	14	0	1	11	5	5
COc1ccc(C(O)c2ncc(-c3ccc(Cl)cc3)[nH]2)cc1 (stereo not given)	0	-14	-1.9	.	-8	0	-7	-11	-4	-14	.
COC(=O)CCC(=O)Nc1cccc(Br)c1	-10	5	-0.2	0	0	12	-1	5	7	7	-10
O=[N+]([O-])c1cc(-c2csc(NC(CO)c3nc4ccccc4n3CCOCCO)n2)ccc1Cl (stereo not given)	-27	-20	-0.3	-13	-2	4	-4	-4	-9	29	8
O=C(COC(=O)Cc1ccc([N+](=O)[O-])cc1)NC1CCCCCC1	-10	14	-0.7	-1	2	3	-2	9	1	11	0
COc1ccc2c(c1OC)C(=O)OC2N1C(=O)CC[C@H]1C(=O)Nc1ccc2c(c1)OCO2 (stereo not given in full)	-3	5	0.1	-10	6	8	0	3	-1	2	-9
COC(=O)c1cc(=O)n2c(-c3ccc(OC)cc3)csc2n1	3	5	-1.4	-4	6	-3	-4	8	7	19	4
COC(=O)C1=C(C)N(Cc2ccccc2)C(=NCCCCO)N[C@H]1CCc1ccccc1	0	6	0.2	2	7	4	-1	5	-7	18	2
CCCCc1cc2c(cc1NC(=O)CN1CCCCC1)OCCO2	10	-5	3.0	-9	-11	14	1	-22	-11	-20	-1
O=C(COC(=O)c1ccccn1)NNC(=O)c1ccc([N+](=O)[O-])cc1	-2	3	-1.2	-1	-24	-5	5	-6	-11	6	-2
CN(C)CCOc1ccc2c(c1)Sc1ccccc1CC2=O	-20	9	-1.9	-4	20	-5	4	-9	-7	-7	-2
COc1cccc(C(=O)Nc2nnc(S(=O)(=O)N3CCOCC3)s2)c1	6	4	-0.9	10	12	6	1	-22	-1	3	4
NC(=O)C1=C[C@H](c2ccc(C(F)(F)F)cc2)C[C@H](OCc2ccc(CO)cc2)O1	-6	-16	0.6	-13	-16	16	-2	-4	0	-4	0
Cc1cc(Nc2ccccc2)cc(=O)n1C	15	10	-0.8	-1	6	16	5	-9	-12	-4	5
CCOC(=O)c1[nH]c(=O)[nH]c1CSCCO	-12	5	-1.0	-1	2	-3	0	-11	1	2	-1
CCOC(=O)C(=CNCC(=O)O)C(=O)OCC	2	11	-1.1	-1	10	15	1	6	2	-6	2
CC(CCc1ccccc1)NCC(O)c1cccc([N+](=O)[O-])c1 (stereo not given)	-69	-9	-0.1	2	-35	4	4	-21	3	0	2
CS(=O)(=O)c1nc(S(=O)(=O)c2ccc(Cl)cc2)c(N2CCN(CCO)CC2)s1	-4	22	0.5	-7	-17	-1	3	-2	0	-10	2
COc1ccc(NS(=O)(=O)c2ccc(S(=O)(=O)N3CCCC3)cc2)cc1	18	1	0.9	-3	9	6	2	4	-11	16	3
OCC[C@@H]1C[C@H](O)[C@@H](O)[C@@]2(CCCc3ccccc3O2)O1	-14	-18	1.7	-4	-15	3	-5	4	2	12	-14
O=C(CCSc1nnc2ccc3ccccc3n12)Nc1ccc(F)cc1	-10	12	39*	-2	12	8	-1	-6	-3	-1	8
Cc1ncc([N+](=O)[O-])n1CC(=O)Nc1cc(Cl)ccc1Cl	5	9	-1.7	-2	-13	4	-7	1	10	-4	5
COc1ccc(N=Nc2c(C)[nH][nH]c2=O)cc1	-4	2	-1.5	4	-2	-16	4	-22	-6	-14	-17
Cn1c(COc2ccc(F)cc2)nc2ccccc21	-66	-59	-0.8	1	-34	14	2	-90	-8	-99	-39
O=c1cc(-c2ccco2)oc2ccccc12	-34	-36	-1.3	7	-2	2	3	9	-18	-26	1
O=C(Oc1ccc(=O)n(-c2ccccc2)n1)c1ccc(Cl)cc1	-1	10	-0.9	7	2	1	-6	2	-7	-6	2
Cn1c(SC2CCCCC2=O)nnc1-c1ccccc1F (stereo not given)	-14	6	-0.9	0	-11	14	-2	-21	-6	-3	1

A draw from above in order of molecular weight, low to high.
SMILES	NCOA1 inh	SRC3 inh	MC4R barr agon	TLR9-MyD88 block	COUP-TFII inh	MC4R antag cAMP	ABHD5-PLIN5 inh	NCOA2 inhibitor	NOD2 RIPK2 PPI	LRH-1 inv ag	EBV LMP1 NFkB
COc1ccc(N=Nc2c(C)[nH][nH]c2=O)cc1	-4	2	-1.5	4	-2	-16	4	-22	-6	-14	-17
CCOC(=O)c1[nH]c(=O)[nH]c1CSCCO	-12	5	-1.0	-1	2	-3	0	-11	1	2	-1
Cn1c(COc2ccc(F)cc2)nc2ccccc21	-66	-59	-0.8	1	-34	14	2	-90	-8	-99	-39
Cn1c(SC2CCCCC2=O)nnc1-c1ccccc1F (stereo not given)	-14	6	-0.9	0	-11	14	-2	-21	-6	-3	1
CN(C)CCOc1ccc2c(c1)Sc1ccccc1CC2=O	-20	9	-1.9	-4	20	-5	4	-9	-7	-7	-2
CC(CCc1ccccc1)NCC(O)c1cccc([N+](=O)[O-])c1 (stereo not given)	-69	-9	-0.1	2	-35	4	4	-21	3	0	2
Cc1ncc([N+](=O)[O-])n1CC(=O)Nc1cc(Cl)ccc1Cl	5	9	-1.7	-2	-13	4	-7	1	10	-4	5
CCCCc1cc2c(cc1NC(=O)CN1CCCCC1)OCCO2	10	-5	3.0	-9	-11	14	1	-22	-11	-20	-1
O=C(CCSc1nnc2ccc3ccccc3n12)Nc1ccc(F)cc1	-10	12	39*	-2	12	8	-1	-6	-3	-1	8
NC(=O)C1=C[C@H](c2ccc(C(F)(F)F)cc2)C[C@H](OCc2ccc(CO)cc2)O1	-6	-16	0.6	-13	-16	16	-2	-4	0	-4	0
CS(=O)(=O)c1nc(S(=O)(=O)c2ccc(Cl)cc2)c(N2CCN(CCO)CC2)s1	-4	22	0.5	-7	-17	-1	3	-2	0	-10	2

Next section.
SMILES	NCOA1 inh	SRC3 inh	MC4R barr agon	TLR9-MyD88 block	COUP-TFII inh	MC4R antag cAMP	ABHD5-PLIN5 inh	NCOA2 inhibitor	NOD2 RIPK2 PPI	LRH-1 inv ag	EBV LMP1 NFkB
O=C1NC(=S)NC1=Cc1ccc(O)cc1	5	-6	-2.2	-1	-11	-27	-3	-14	4	-6	-8
CCOC(=O)c1ccccc1NC(=O)CSc1nc2ccccc2c(=O)[nH]1	0	16	4.1	-2	10	-3	5	-6	-9	10	5
COc1ccc(NC(=O)CSc2nnc(-c3ccc(C)cc3)n2N)cc1	5	2	-1.7	1	0	-4	-2	-16	-12	-5	-1
CC(=O)c1ccccc1NS(C)(=O)=O	6	15	2.2	7	-2	26	0	-16	-1	2	5
O=C1CCCCN1CC(=O)N1CCCC(Nc2ccc(F)cc2)C1 (stereo not given)	9	-19	-0.4	-5	1	3	5	-28	-4	17	1
CCOC(=O)c1oc2ccc(Br)cc2c1COC(=O)C1=COCCO1	-13	-20	-2.5	14	-2	15	0	2	4	-7	-8
CCN(CC)S(=O)(=O)c1ccc(-c2nnc(SCC(=O)Nc3ccc(OC)c(OC)c3)o2)cc1	-7	6	-1.1	0	0	12	0	-2	0	-9	1
Cn1c(=O)[nH]c2ccc([N+](=O)[O-])nc21	9	1	0.1	-12	-1	-4	-4	-11	-4	-27	0
COc1ccc(NC(=O)c2ccc(CN3CCc4ccccc4C3)cc2)c(OC)c1	18	8	-0.7	-3	18	4	0	-20	6	39	14
